# PglD DTNB: PglD (C. jejuni) enzyme inhibition | purified PglD enzyme, DTNB colorimetric CoA detection | inhibition, % at 12.5 µM | hit rate 0.098% among 360,000 | AID 602405; in the data active = inhibition above about 16%, passing the limit was not always enough; note: strong numbers were not always called active
# RAD54 inh: blocks human RAD54 Holliday junction branch migration | Q92698 | FAM/BHQ fluorescence | inhibition, % at 10.4 µM | hit rate 0.14% among 360,000;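 active = mean normalized replicate activity at least 40 and at least half of replicates scoring 40 or more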;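 note: 0% = median of neutral control wells and 100% = median of positive control wells; inhibitors cause a drop in the FAM fluorescence signal; in these data hits start at about 50%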
# ERp5 inh: inhibitors of human ERp5. ERp5 insulin aggregation, absorbance 650 nm, 90 min. hit rate 0.05% among 350,000. AID 651711. inhibition, % at 9.99 µM;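 active = mean replicate inhibition above about 25%, with every replicate also reaching it, limit read from the data, passing the limit was not always enough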
# E-sel inducer: E-selectin induction on HUVECs | P16581 | HUVEC E-selectin immunofluorescence imaging; normalized: neutral wells 0, TNF-alpha wells 100 | activation, % at 7.58 µM | hit rate 0.37% among 260,000;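 active = mean E-selectin-positive cell signal at least 10% of the positive control, reached in at least 60% of replicates, without over 20% cell loss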;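 note: in these data hits start at about 27%; measured in HUVEC primary endothelial cells; signal is the percent of cells scored E-selectin positive by PE staining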
#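 Read-out: % PE-positive cells | Test system: HUVEC | Doses: One compound dose added by pin transfer | Buffer or medium: EGM-2 over gelatin coat | Signal: Immunofluorescence imaging | Benchmarks: TNF-alpha, DMSO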
# RAD52 inh: blocks human RAD52 DNA annealing; inhibition, % at 18.7 µM; P43351; AID 651710; recombinant RAD52 DNA annealing, FRET fluorescence; hit rate 0.46% among 360,000;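 active = every replicate showing at least 50% inhibition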
# Target sequence (P43351 whole entry, looked up): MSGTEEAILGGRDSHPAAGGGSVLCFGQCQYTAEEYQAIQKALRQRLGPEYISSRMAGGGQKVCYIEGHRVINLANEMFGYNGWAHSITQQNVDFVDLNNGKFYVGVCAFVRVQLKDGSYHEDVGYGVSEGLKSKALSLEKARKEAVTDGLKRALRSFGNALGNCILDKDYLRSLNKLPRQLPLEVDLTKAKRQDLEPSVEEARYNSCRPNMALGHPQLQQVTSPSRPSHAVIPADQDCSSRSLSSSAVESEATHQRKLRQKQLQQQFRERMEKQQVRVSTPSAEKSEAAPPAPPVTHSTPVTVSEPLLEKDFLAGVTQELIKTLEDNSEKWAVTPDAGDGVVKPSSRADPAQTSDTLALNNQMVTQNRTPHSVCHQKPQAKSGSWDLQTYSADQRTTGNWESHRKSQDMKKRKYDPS
# ARNT-TACC3 inh: ARNT/TACC3 interaction disruption; Q9Y6A5; AlphaScreen His-ARNT PAS-B/GST-TACC3 binding, luminescence; TACC3 fragment carries E629A point mutation; inhibition, % at 9.99 µM; hit rate 0.66% among 390,000;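 active = mean inhibition of replicates at least 50% and at least half of replicates each reaching 50%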;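 note: 0% = complete ARNT plus TACC3 wells and 100% = ARNT alone without TACC3; many hits fall short of the cut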
# Casp6 inh: blocks human caspase-6 cleavage activity; P55212; purified caspase-6, Z-VEID-R110 cleavage fluorescence; inhibition, % at 12.5 µM; hit rate 0.53% among 350,000; AID 686996;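 active = mean inhibition across replicates at least about 35%, with every replicate also reaching that limit, limit read from the data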;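 note: 0% = median of neutral control wells and 100% = no fluorescence left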
# Target sequence (P55212 24-179 limits assumed): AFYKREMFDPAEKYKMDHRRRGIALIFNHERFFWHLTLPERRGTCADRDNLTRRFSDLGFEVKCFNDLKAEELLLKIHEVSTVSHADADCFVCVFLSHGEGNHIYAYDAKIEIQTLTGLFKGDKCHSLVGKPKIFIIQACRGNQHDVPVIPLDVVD
# Target sequence (P55212 194-293 limits assumed): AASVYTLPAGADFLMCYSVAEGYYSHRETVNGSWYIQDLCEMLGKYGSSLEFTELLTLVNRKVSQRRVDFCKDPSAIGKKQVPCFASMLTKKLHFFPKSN
# esBAF inh: SWI/SNF esBAF complex inhibition | mouse ES cells, Bmi1-luciferase knock-in reporter, 24 h; 100% = twice the neutral-well signal | reporter increase, % at 12.5 µM | hit rate 2% among 350,000; in the data active = activation above about 40%;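 note: 0% = median of the plate's neutral control wells and 100% = double that signal; a rise in the Bmi1 reporter signal indicates esBAF inhibition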
# * marks the source's active call; other numbers are inactive results; x = not tested or not shown; & = joins results of further samples.
SMILES,PglD DTNB,RAD54 inh,ERp5 inh,E-sel inducer,RAD52 inh,ARNT-TACC3 inh,Casp6 inh,esBAF inh
CCCCNC(=O)c1nc(C2CCN(S(=O)(=O)c3ccc(C(F)(F)F)cc3)CC2)oc1-c1ccccc1,x,x,0,4.7,-5,x,-1,x
Cn1nccc1C(=O)N1CCN(S(=O)(=O)c2ccc(Br)s2)CC1,2,-16,8,x,-6,-9,-3,x
COc1ccc(CNC(=O)CNS(=O)(=O)c2cccc(C#N)c2)cc1OC,5,3,6,0.7,-9,-8,-5,-3
Cc1cc(Oc2cc(NN3CCCCC3)c([N+](=O)[O-])cc2[N+](=O)[O-])c(C(=O)c2ccccc2)cc1Cl,0,-3,-1,-0.5,-4,0,-1,-3
CC(=O)c1ccc(S(=O)(=O)N(C)CCCC(=O)NCc2ccc3c(c2)OCO3)cc1,6,13,-7,-0.1,-13,4,0,-7
C[C@H]1CN([C@@H](C)CO)C(=O)c2cc(NC(=O)NC3CCCCC3)ccc2O[C@H]1CN(C)C(=O)Nc1ccc(C(F)(F)F)cc1,0&-4,4&-3,0,0.9&0.2,6,-1&15,-2,3&2
CCc1ccc(NC(=O)C2(c3ccccc3)CC2(Cl)Cl)cc1 (centres undefined),x,-4,x,3.0,x,-3,x,-4
COc1ccc(NC(=O)N(C)C[C@@H]2OCCCC[C@@H](C)Oc3ccc(NS(=O)(=O)c4ccccc4)cc3C(=O)N([C@H](C)CO)C[C@@H]2C)cc1,3,3,1,-0.1,85*,-9,1,-2
OC(COc1ccc2ccccc2c1)CN1CCOCC1 (centres undefined),-1,4,-9,-0.3,-13,-5&3,1,36
COc1cc(-c2cc(=O)c3c(O)c(OC)c(OC)cc3o2)cc(OC)c1O,-11,6,4,x,-8,3,6,-4
CCC(=O)N1C[C@@H](C)[C@@H](OC)CN(C)C(=O)c2ccc(NC(=O)CC(F)(F)F)cc2OC[C@@H]1C,x,x,6,-0.2,-31,x,0,x
CCOc1ccc(CSC(CC(=O)O)C(=O)O)cc1 (centres undefined),1,-3,x,x,x,-11,x,-7
Cc1ccc(S(=O)(=O)N[C@H]2CC[C@@H](CCNC(=O)Nc3ccc(Cl)cc3)O[C@@H]2CO)cc1,2,-1,0,-0.2,6,x,-2,24
CC(C)(C)OC(=O)[C@H](CCCCN)NC(=O)c1[nH]cnc1C(=O)N[C@@H](Cc1ccccc1)C(=O)OCc1ccccc1,0,2,x,x,x,21,x,-4
COCCN(CCOC)c1cc(C)c(C#N)c2nc3ccccc3n12,6,-2,x,x,x,3,x,-5
Cc1noc(C)c1NC(=O)N(C)C[C@@H]1Oc2c(NS(=O)(=O)c3ccc(Cl)cc3)cccc2C(=O)N([C@H](C)CO)C[C@H]1C,-3,-2,8,0.0,-3,4,0,0
COc1ccc(NC(=S)N(CCCN2CCOCC2)C(C)c2cc3ccccc3o2)cc1 (centres undefined),-2,1,0,4.5,-12,3,3,13
CO/N=C(\CCC(=O)O)c1cccs1,2,1,-3,-0.4,-13,-8,0,-4
O=C(c1cc2ccccc2oc1=O)N(Cc1ccccc1)Cc1ccc2c(c1)OCO2,-1,1,x,x,x,1,x,-3
COC(=O)CSc1nc2nc(-c3cccs3)cc(C(F)(F)F)c2c(=O)[nH]1,-3,-3,4,1.3,-6,-2,x,-4
O=C(CSc1c(Cl)cccc1Cl)NC1CCCc2ccccc21 (centres undefined),8,2,1,-1.3,-20,-5,-6,x
CO[C@H]1CN(C)C(=O)c2cc(NC(=O)C3CC3)ccc2OC[C@H](C)N(CCC(F)(F)F)C[C@@H]1C,-1,5,5,1.4,-3,1,0,6
COC(=O)Nc1nc(Sc2ncc(C(F)(F)F)cc2Cl)n[nH]1,x,x,3,0.6,-12,2,2,-2
COc1ccc(/C=N/Nc2cc(N3CCOCC3)ncn2)c(OC)c1,4,-7,-1,x,-4,3,0,2
Cc1cc(C)nc(N(C#N)CC(=O)c2ccccc2)n1,5,6,-5,x,-15,0,7,2
CN(C)CCCNc1nc2cc(-c3cccc(Cl)c3)sc2c(=O)n1C,0,50*,-1,2.6,89*,x,-68,7
COc1ccc(NC(=O)Nc2ccc3c(c2)CC(=O)N([C@H](C)CO)C[C@H](C)[C@@H](CN(C)S(=O)(=O)c2cn(C)cn2)O3)cc1,-1,-1,-4,x,0,-24,-1,0
O=C(CCNc1n[nH]c(=O)[nH]c1=O)N/N=C/c1ccccc1Br,x,x,-4,x,-5,-2,0,x
CC(=O)N1CCN(C(=S)NCCc2ccccc2)CC1,x,x,3,x,-10,2,-2,x
CC(C)NC(=O)N(C)C[C@@H]1OCCCC[C@H](C)Oc2ccc(NC(=O)Nc3cccc4ccccc34)cc2C(=O)N([C@@H](C)CO)C[C@H]1C,3,10,1,x,-8,-22,-1,-2
COc1cc(NC(=S)NCc2cccnc2)cc(OC)c1OC,x,x,-3,27*,-3,-8,-3,x
CN(C)C(=O)CCc1ccc2c3c([nH]c2c1)[C@]1(C)[C@@H](C(=O)N2CCCCC2)C[C@H](CC(=O)NC(C)(C)C)C(=O)N1CC3,-4,5,5,x,-8,-3,-1,-2
CC(=O)Nc1ccc2c(c1)C(=O)N(C)[C@@H]1CC[C@@H](CC(=O)NCc3ccc(F)cc3)O[C@H]1CO2,-2,1,-2,0.2,13,-2,-3,-10
Cc1nn(CCC(=O)NCc2ccc(OC(C)C)cc2)c(=O)c2nn(-c3ccccc3)c(C)c12,-3,1,-1,5.5,9,-4,0,2
Fc1ccc(C2CCCN2Cc2nc(CC3CC3)no2)cc1 (centres undefined),-3,5,-3,-1.1,5,-1,0,1
Cn1cnc(S(=O)(=O)N2CC[C@@H]3[C@@H](CO)Nc4ccc(-c5ccc(F)cc5)cc4[C@@H]32)c1,-2,-7,-6,0.0,-10,14,0,-7
O=C(C1CC(=O)N(c2ccccc2)C1)N1CCN(c2ccc(F)cc2)CC1 (centres undefined),3,-2,5,-0.2,0,x,-1,-10
Cn1cnc2ncnc(Oc3ccc(Br)cc3)c21,-2,-6,3,6.4,-33,-4,-2,-6
Cc1cc(C(=O)NCCC(C)C)c2ccccc2n1,5,-10,0,1.0,-16,0,-1,0
COC(=O)c1ccc([C@@H]2C=C(C(=O)NCc3ccccc3)O[C@H](OCCCCO)C2)cc1,-7,-1,0,x,-2,2,-2,x
Cc1c(C(=O)Nc2ccccc2F)cnn1-c1ccccc1,8,-9,3,x,-8,-55,-1,24
CNC[C@H]1Oc2cc(-c3ccccc3F)ccc2S(=O)(=O)N([C@@H](C)CO)C[C@@H]1C,4,-2,7,0.7,2,-4,0,-6
C[C@H](NC(=O)[C@@H]1[C@@H](CO)[C@@H]2Cn3c(ccc(-c4ccncc4)c3=O)[C@@H]2N1C)c1ccccc1,4,-5,-3,-0.3,-16,3,1,-2
CO/N=C(\C(=O)O)c1csc(NN=C(C)C)n1,x,x,2,x,-7,7,5,x
C[C@@H]1CN([C@H](C)CO)C(=O)c2cc(C#CC3CCCC3)cnc2O[C@H]1CN(C)C(=O)C1CCC1,3,6,3,-0.1,2,-15,2,1
Cc1ccc(C(C)C)c(OCC(O)CN(C)Cc2ccccc2)c1 (centres undefined),3,5,-6,x,19,-6,4,-6
CCC(=O)N1c2ccc(S(=O)(=O)CCC(=O)Nc3ccc(OC)cc3OC)cc2CC1C (centres undefined),3,8,-6,-0.2,-11,-3,2,7
COc1ccc(-c2csc(N3CCN(c4cc5c(cc4Cl)nc(-c4ccncc4)n5CCOCCO)CC3)n2)cc1,0,-3,3,0.0,-45,-17,-3,3
CCc1ccc2cc(F)cc(F)c2n1,-4,6,14,0.0,3,x,-1,-1
O=C(Nc1ccc2c(c1)[C@@H]1C[C@@H](CC(=O)N3CCc4ccccc4C3)O[C@H](CO)[C@@H]1O2)C1CCOCC1,1,1,7,-0.3,6,-2,9,2
COCC(=O)Nc1ccc2c(c1)C(=O)N(C)C[C@@H](OC)[C@@H](C)CN(C(=O)C1CCCC1)[C@H](C)CO2,1,-1,-1,0.0,4,-4,x,1
Cc1ccc(OCCSc2nc3ccccc3n2CCC(=O)O)c(C(C)C)c1,-2,2,-3,0.1,-20,x,23,11
O=C(COC(=O)CCS(=O)(=O)c1ccc(Cl)cc1)NCCc1ccc(Cl)cc1Cl,x,x,-1,-1.7,-7,2,-1,x
COCCNc1nc(NCc2ccc(NC(C)=O)cc2)c2sc(-c3ccccc3)cc2n1,1,4,2,0.0,-21,x,-3,10
C[C@@H]1CN([C@H](C)CO)C(=O)c2cc(NS(=O)(=O)c3ccc(Cl)cc3)ccc2O[C@@H](C)CCCCO[C@H]1CN(C)Cc1ccccc1,0,-1,3,x,64*,9,3,0
O=C(Nc1ccc2c(c1)OCO2)C1CCCCN1S(=O)(=O)c1ccc(F)cc1 (centres undefined),-1,6,x,-0.7,x,0,x,14
CC(=O)Nc1cc(C(=O)N2CCN(C)CC2)ccc1S(=O)(=O)c1ccc(C)cc1,-7,1,x,x,x,3,x,-4
CO[C@H]1CN(C)C(=O)c2cc(NC(=O)C3CC3)ccc2OC[C@@H](C)N(C(=O)C2CCOCC2)C[C@@H]1C,0,-1,-4,0.0,15,6,2,-5
O=C(OCC(=O)N1CCc2ccccc21)c1cncc(Br)c1,5,-6,0,0.1,-31,6,0,-7
COc1cc([N+](=O)[O-])cc2cc(C(=O)N3CCN=C3c3ccccc3)c(=O)oc12,-5,0,2,-0.3,-14,-9,1,-5

# Compounds listed so far containing a Cl atom, in the order listed:
SMILES,PglD DTNB,RAD54 inh,ERp5 inh,E-sel inducer,RAD52 inh,ARNT-TACC3 inh,Casp6 inh,esBAF inh
Cc1cc(Oc2cc(NN3CCCCC3)c([N+](=O)[O-])cc2[N+](=O)[O-])c(C(=O)c2ccccc2)cc1Cl,0,-3,-1,-0.5,-4,0,-1,-3
CCc1ccc(NC(=O)C2(c3ccccc3)CC2(Cl)Cl)cc1 (centres undefined),x,-4,x,3.0,x,-3,x,-4
Cc1ccc(S(=O)(=O)N[C@H]2CC[C@@H](CCNC(=O)Nc3ccc(Cl)cc3)O[C@@H]2CO)cc1,2,-1,0,-0.2,6,x,-2,24
Cc1noc(C)c1NC(=O)N(C)C[C@@H]1Oc2c(NS(=O)(=O)c3ccc(Cl)cc3)cccc2C(=O)N([C@H](C)CO)C[C@H]1C,-3,-2,8,0.0,-3,4,0,0
O=C(CSc1c(Cl)cccc1Cl)NC1CCCc2ccccc21 (centres undefined),8,2,1,-1.3,-20,-5,-6,x
COC(=O)Nc1nc(Sc2ncc(C(F)(F)F)cc2Cl)n[nH]1,x,x,3,0.6,-12,2,2,-2
CN(C)CCCNc1nc2cc(-c3cccc(Cl)c3)sc2c(=O)n1C,0,50*,-1,2.6,89*,x,-68,7
COc1ccc(-c2csc(N3CCN(c4cc5c(cc4Cl)nc(-c4ccncc4)n5CCOCCO)CC3)n2)cc1,0,-3,3,0.0,-45,-17,-3,3
O=C(COC(=O)CCS(=O)(=O)c1ccc(Cl)cc1)NCCc1ccc(Cl)cc1Cl,x,x,-1,-1.7,-7,2,-1,x
C[C@@H]1CN([C@H](C)CO)C(=O)c2cc(NS(=O)(=O)c3ccc(Cl)cc3)ccc2O[C@@H](C)CCCCO[C@H]1CN(C)Cc1ccccc1,0,-1,3,x,64*,9,3,0

# A run of entries from the list above:
SMILES,PglD DTNB,RAD54 inh,ERp5 inh,E-sel inducer,RAD52 inh,ARNT-TACC3 inh,Casp6 inh,esBAF inh
Cc1ccc(C(C)C)c(OCC(O)CN(C)Cc2ccccc2)c1 (centres undefined),3,5,-6,x,19,-6,4,-6
CCC(=O)N1c2ccc(S(=O)(=O)CCC(=O)Nc3ccc(OC)cc3OC)cc2CC1C (centres undefined),3,8,-6,-0.2,-11,-3,2,7

# High-throughput results deposited in PubChem BioAssay by Broad Institute.
